SMN2 splice up: SMN2 splice variant enhancement | HEK293 SMN2-luciferase splicing reporter, luminescence, 30-36 h | 210,000 compounds, 2.8% hits | Potency, µM (highest dose often 46.1 µM), inactives show at the top dose activity change, positive = activation, most hits filed as activators; note: % of control where 0% means no effect; nearly all actives have a fitted effect of over 55% in size
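HEK293 cells carry an SMN2 […]–luciferase reporter in which exon 7 inclusion puts luciferase in frame. Cells were plated 10-12 h before compound addition, then incubated 30-36 h at 37C. ONE-Glo luminescence was read; sodium butyrate at 4.5 mM final served as control.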
KDM4E inh: JMJD2E (human) inhibition; JMJD2E catalytic domain, FDH-coupled NADH fluorescence (FDH is formaldehyde dehydrogenase); Potency, µM (top dose mostly 57.1 µM), for the others: at the highest dose activity change, negative = inhibition, actives largely listed as inhibitors; 230,000 compounds, 1.6% hits; AID 2147; active = well fitted inhibition curve with a large enough effect, not every such curve was filed as active; inconclusive = small, poorly fitted or top-dose-only effect, or another doubt; inactive = no such curve, though single readings can be large or run the other way;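 note: 0% = wells with enzyme and -100% = buffer wells without enzyme; nearly all actives have a fitted effect of over 50% in size; many of its hits are not listed in these tables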
Target sequence (B2RXH2 1-337 limits assumed): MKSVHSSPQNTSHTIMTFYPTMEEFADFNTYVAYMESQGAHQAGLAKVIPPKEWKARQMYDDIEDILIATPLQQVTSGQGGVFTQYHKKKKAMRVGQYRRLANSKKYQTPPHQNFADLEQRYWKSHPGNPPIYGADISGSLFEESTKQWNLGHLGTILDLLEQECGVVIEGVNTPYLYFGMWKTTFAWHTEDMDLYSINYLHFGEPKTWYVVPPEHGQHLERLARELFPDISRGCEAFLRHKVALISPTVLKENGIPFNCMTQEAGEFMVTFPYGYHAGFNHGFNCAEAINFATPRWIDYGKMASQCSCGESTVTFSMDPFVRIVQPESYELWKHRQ
ALDH1A1 block: blocks purified human ALDH1A1 activity; P00352; Purified ALDH1A1, NADH fluorescence, propionaldehyde substrate; Potency, µM (highest dose often 75.3 µM), without a hit: at the top dose activity, negative = inhibition, actives largely listed as inhibitors; 220,000 compounds, 7.3% hits; active = well fitted inhibition curve with a large enough effect, not every such curve was filed as active; inconclusive = small, poorly fitted or top-dose-only effect, or another doubt; inactive = no such curve, though single readings can be large or run the other way;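 note: plate controls were no enzyme wells and a reference inhibitor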
Target sequence (P00352 whole entry, looked up): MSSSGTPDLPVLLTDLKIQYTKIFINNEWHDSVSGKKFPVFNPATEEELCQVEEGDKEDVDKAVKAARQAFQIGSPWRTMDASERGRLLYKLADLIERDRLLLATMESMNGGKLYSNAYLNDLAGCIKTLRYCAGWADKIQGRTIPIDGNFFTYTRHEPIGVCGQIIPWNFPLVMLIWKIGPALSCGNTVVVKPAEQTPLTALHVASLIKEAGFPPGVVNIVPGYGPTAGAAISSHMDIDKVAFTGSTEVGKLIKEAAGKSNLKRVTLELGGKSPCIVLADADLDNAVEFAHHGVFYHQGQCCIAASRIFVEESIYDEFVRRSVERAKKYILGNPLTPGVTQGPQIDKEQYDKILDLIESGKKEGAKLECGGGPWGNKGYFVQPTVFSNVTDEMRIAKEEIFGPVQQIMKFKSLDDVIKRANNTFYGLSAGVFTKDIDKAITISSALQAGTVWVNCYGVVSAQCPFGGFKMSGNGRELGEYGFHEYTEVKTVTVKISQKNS
GAA spleen mod: inhibits or activates alpha-glucosidase in human spleen homogenate; P10253; human spleen homogenate, 4-MU-alpha-glucoside fluorescence; Potency, µM (top dose mostly 79.9 µM), inactives show at the highest dose activity change, negative = inhibition, actives largely listed as inhibitors; 240,000 compounds, 0.006% hits;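 note: 0% = enzyme with vehicle and -100% = no enzyme basal signal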
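Human spleen homogenate (1 ug) with 4-methylumbelliferyl-alpha-D-glucopyranoside (1 mM final) in 50 mM citrate/phosphate pH 5.0, 0.01% Tween-20; 40 min at 37 C. Stopped at pH 10; 4-MU fluorescence Ex 365/Em 440 nm; AC50 by Hill fit.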
GLA spleen mod: alpha-galactosidase A (human) modulation; P06280; human spleen homogenate, 4MU-alpha-Gal fluorescence, 40 min; Potency, µM (series often up to 80 µM), inactives show top-dose activity change, negative = inhibition, usual class: inhibitors; 240,000 compounds, 0.008% hits; AID 2107;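 note: 0% = enzyme with vehicle and -100% = no enzyme basal signal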
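Human spleen homogenate (1 ug) was the enzyme source, with 4-methylumbelliferyl-alpha-D-galactopyranoside (1 mM final) in pH 5.0 citrate buffer with 0.01% Tween-20. Compounds were titrated; after 40 min at 37C, NaOH/glycine stop, 4-MU fluorescence read; AC50 from Hill fits.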
GAA inh: alpha-glucosidase (human) inhibition | 200,000 compounds, 0.005% hits | AID 1466 | P10253 | purified human GAA, 4-MU-alpha-glucoside fluorescence | Potency, µM (titrated, usually from 76.9 µM), inactives show at the top dose activity change, negative = inhibition, hits mostly inhibitors;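 note: plate controls were uninhibited enzyme wells for no effect and no-enzyme background for full effect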
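qHTS format, compound range up to 77 uM. Human lysosomal enzyme at 4 nM, 400 uM 4-MU glucoside substrate, pH 5.0, 20 min room temperature; fluorescence after alkaline stop gives activity normalized to controls.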
GAA glycogen: GAA glycogen-cleavage inhibition or activation; recombinant GAA, glycogen substrate, Amplex Red glucose oxidase fluorescence; 300,000 compounds, 0.38% hits; AID 2100; Potency, µM (highest dose often 76.4 µM), for inactives: at the highest dose activity change, negative = inhibition, most hits filed as inhibitors;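 note: 0% = full enzyme reaction and -100% = no-enzyme basal signal; the screen sought inhibitors and activators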
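qHTS, 1536-well; enzyme 4 nM final; cpd up to 77 uM; substrate bovine liver glycogen 30 ug; 50 mM citrate/phosphate pH 5.0, 0.01% Tween-20; 37 C, 40 min; Amplex Red detection 45 min RT; Hill fit → AC50.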
GoLoco inh red: inhibitors of human Gai1-RGS12 GoLoco interaction (red fluorophore); AID 880; P63096; 230,000 compounds, 0.44% hits; Gai1:RGS12 GoLoco peptide FP, rhodamine, 10 min; Potency, µM (series often up to 61.6 µM), for inactives: top-dose activity, negative = inhibition, most hits filed as inhibitors; active = well fitted inhibition curve with a large enough effect, not every such curve was filed as active; inactive = no such curve, though single readings can be large or run the other way; note: % is set by controls: 0 for no effect and ±100 for the full control effect; nearly all actives have a fitted effect of over 30% in size; many of its hits are not listed in these tables
* marks the source's active call; other numbers are inactive results; ? = inconclusive; . = not tested or not shown; [ ] = another dose, or the depositor's remark. Unless noted, calls come from the whole dose curve; as a rule, active = well fitted curve in the direction sought with a large enough effect; inconclusive = small, poorly fitted or top-dose-only effect, or another doubt; inactive = no such curve, though single readings can be large; an effect the other way counts as inactive or inconclusive. Potency is the fitted concentration of half-maximal effect.

Preview (3 entries):
SMILES	SMN2 splice up	KDM4E inh	ALDH1A1 block	GAA spleen mod	GLA spleen mod	GAA inh	GAA glycogen	GoLoco inh red
Cc1ccccc1-n1nc(C)c2cc(C(=O)NCc3cccnc3)sc21	-25%	?	?	-6%	-9%	0%	-1%	12%
COc1cc(/C=C(\C#N)C(=O)NC2CCCCC2)ccc1OCc1ccc(C(=O)O)cc1	-3%	-4%	14µM*	-5%	10%	-7%	-12%	0%
O=C(Cn1c(=O)n(-c2ccccc2)c(=O)c2sccc21)N1CCCC1	-1%	11%	0%	-6%	-6%	3%	0%	-13%

The list itself, from the first entry:
SMILES	SMN2 splice up	KDM4E inh	ALDH1A1 block	GAA spleen mod	GLA spleen mod	GAA inh	GAA glycogen	GoLoco inh red
Cc1ccccc1-n1nc(C)c2cc(C(=O)NCc3cccnc3)sc21	-25%	?	?	-6%	-9%	0%	-1%	12%
COc1cc(/C=C(\C#N)C(=O)NC2CCCCC2)ccc1OCc1ccc(C(=O)O)cc1	-3%	-4%	14µM*	-5%	10%	-7%	-12%	0%
O=C(Cn1c(=O)n(-c2ccccc2)c(=O)c2sccc21)N1CCCC1	-1%	11%	0%	-6%	-6%	3%	0%	-13%
COc1ccc([N+](=O)[O-])cc1NC(=O)C(C)OC(=O)/C=C/c1ccco1 (stereo unspecified)	-17%	3%	?	-2%	-3%	-2%	-1%	6%
CCC1(C)CC(CCNS(=O)(=O)c2ccc(C)cc2)(c2ccc(C)cc2)CCO1 (stereo unspecified)	-18%	0%	?	-10%	-6%	?	-16%	-1%
Cn1c(=O)c(-c2cccc(Cl)c2)nc2cncnc21	-9%	.	-13%	5%	8%	.	.	1%
Cn1c(=O)c2cc(S(=O)(=O)NCCC(=O)NC3CCCCCCC3)ccc2n(C)c1=O	-14%	-6%	-9%	5%	11%	2%	-7%	-7%
COc1ccc(Br)c(OC)c1C(=O)NC(=O)Nc1nc(C)cc(C)n1	.	5%	-3%	0%	-7%	0%[15.4 µM]	11%	-5%
Cc1ccc(N(Cc2ccc(C(=O)NC3CCCCC3)cc2)S(C)(=O)=O)cc1C	-13%	-4%	-1%	-1%	16%	-1%	6%	-8%
COc1ccccc1NS(=O)(=O)c1cc(NC(=O)c2ccc(=O)[nH]c2)ccc1N1CCOCC1	7%	-5%	3%	-3%	2%	-3%	-5%	2%
CCOC(=O)C(c1ccccc1)C(Nc1ccc(F)cc1)c1ccccn1 (stereo unspecified)	.	-12%	6%	-5%	-7%	-3%	-7%	11%
CN1C(=O)c2ccc(N3CCCC3)cc2C1=O	-17%	-9%	?	1%	0%	1%	9%	-18%
Cc1ccc(S(=O)(=O)NC(=S)NC2CCCCC2)cc1	6%	-6%	35µM*	11%	8%	?	?	0%
CCN(CC)S(=O)(=O)c1ccc(OC)c(NS(=O)(=O)c2ccc(F)cc2)c1	-14%	7%	?	-3%	0%	-3%	6%	3%
COc1ccc(C2=C/C(=C\c3ccc(OC(C)=O)cc3)C(=O)O2)cc1	13%	-3%	1%	4%	-10%	7%	-4%	4%
CC(=O)c1nn(-c2cccc(Br)c2)cc1C(=O)c1ccc(Cl)cc1	-1%	-3%	0%	2%	7%	-2%	-3%	8%
COc1cccc([C@@H]2Oc3ccc(OC)cc3C(=O)[C@H]2OC(=O)Nc2ccc(C)c(Br)c2)c1	9%	?	?	-12%	6%	.	.	4%
COC(=O)CNc1c(-c2ccccc2)nc2ccc(Br)cn12	29%	-9%	-3%	-7%	-17%	-8%	?	9%
O=C(Nc1nc2nccc(-c3ccccc3)n2n1)c1ccccc1	.	?	.	6%	-4%	.	-2%	10%
O=C1C(Cc2ccccc2)S/C(=N/N=C/c2ccco2)N1c1ccccc1 (stereo unspecified)	-8%	?	?	-8%	1%	6%	12%	3%
c1ccc(-c2csc(Nc3cccnc3)n2)nc1	?	-10%	3%	-8%	1%	-5%	0%	6%
COc1cccc(N=C2SC(CC(=O)Nc3ccccc3)C(=O)N2Cc2ccccn2)c1 (stereo unspecified)	-3%	-6%	8.9µM*	2%	5%	-12%	-8%	7%
CN(CC(=O)NCCc1ccccc1)S(=O)(=O)c1cccc2nsnc12	4%	-3%	-8%	1%	7%	-1%	-5%	-15%
CN1N=C(C(=O)Nc2ccc3c(c2)CCC3)CCC1=O	20%	0%	-9%	1%	-5%	1%	6%	8%
CC1CN(C2=NC(=O)/C(=C3/C(=O)N(Cc4ccc(F)cc4)c4ccccc43)S2)CC(C)O1 (stereo unspecified)	.	7%	.	4%	-5%	.	-3%	3%
COC(=O)N1CCN(S(=O)(=O)c2ccc(F)cc2)CC1	5%	3%	-11%	5%	-4%	0%	3%	2%
CCOC(=O)c1c(C(=O)OCC)c(C)n(CCc2ccccc2)c1C	-31%[inhibitor]	-1%	0%	-8%	-1%	-9%	-14%	-3%
Cc1ccc(OCCCN2CCCC2)c(C)c1	-5%	?	?	4%	6%	0%	-2%	-11%
NNC(=O)CNC(c1ccccc1)c1cc(Br)ccc1NC(=O)c1ccc(Br)cc1 (stereo unspecified)	-87%[inhibitor]	-4%	0%	-3%	-16%	-7%	-2%	-8%
CS(=O)(=O)N1CCC2(CCCN(Cc3ccccc3)C2)CC1	-16%	.	12%	-4%	-6%	.	.	11%
Cn1nc(C(=O)Nc2cccc(S(N)(=O)=O)c2)c2ccccc2c1=O	.	?	?	5%	6%	-6%	1%	7%
Cn1nc(C(=O)OCc2ccccc2F)c2ccccc2c1=O	-5%	-25%	?	-8%	-5%	?	3%	3%
COc1cccc(OC)c1C(=O)NC(=S)NNC(=O)[C@H]1C[C@@H]1c1ccccc1	.	?	3%	-1%	-2%	3%	4%	9%
COc1cccc(NC(=O)CCN2C(=O)c3ccccc3S2(=O)=O)c1	?	5%	-10%	-7%	-8%	-4%	0%	-5%
CCC(C)NCCOCCSc1ccc(Cl)cc1 (stereo unspecified)	-4%	-8%	1%	-3%	2%	-2%	-11%	5%
COc1ccc(N2CCN(C(=O)CCNC(=O)Cn3ccc4ccccc4c3=O)CC2)cc1	-28%	-14%	3%	3%	3%	-8%	-4%	-2%
CSc1cccc(NC(=O)C2CCCN(S(=O)(=O)c3cnc[nH]3)C2)c1 (stereo unspecified)	-15%	6%	13%	-10%	8%	0%	-15%	0%
Clc1ccc(C2CC(c3cccs3)n3ncnc3N2)cc1Cl (stereo unspecified)	-34%[inhibitor]	-5%	-13%	0%	7%	0%	-1%	3%
N#Cc1cccc(-c2nc3cnc(N4CCOCC4)nc3n(C[C@H]3CCCO3)c2=O)c1	.	.	?	-10%	7%	.	.	7%
Cn1c(COc2ccc([N+](=O)[O-])cc2)nnc1SCC(N)=O	2%	10%	?	-3%	5%	3%	0%	10%
Cn1cccc1C(=O)N1CCC2(CC1)CCN(c1ccncc1)CC2	-55%[inhibitor]	.	7%	-3%	6%	.	.	9%
CCOC(=O)c1c(N)c(C#N)c2n1CCCC2	-9%	-2%	-13%	-4%	5%	-6%	15%	4%
COc1ccc(NC(=O)CN2CCC3(O)CCCCC3C2c2cc(OC)ccc2OC)cc1 (stereo unspecified)	-22%	-24%	16%	4%	-1%	3%	2%	10%
O=C(NC1CCCCC1)NC1CC2CCC(C1)N2C(=S)NCc1ccco1 (stereo unspecified)	-9%	-7%	0%	-5%	1%	-10%	1%	6%
Cc1nn(-c2ccc3nnc(Br)n3n2)c(C)c1Br	.	-5%	6%	-6%	-6%	-2%	12%	.
CC1=C2[C@@H]([C@H](C)CC[C@H]2/C=C(\C)C(=O)O)[C@H](O)C1	1%	.	?	5%	0%	.	.	0%
O=C1C2C3c4ccccc4C(c4ccccc43)[C@@H]2C(=O)N1c1nc(-c2ccccc2)cs1 (stereo partly specified)	-2%	12%	-7%	2%	0%	?	0%	6%
O=C(Nc1cccc(C(F)(F)F)c1)c1cc2ncc(Br)cn2n1	1%	?	-11%	-4%	5%	0%	-7%	8%
CC1=NNC(=O)C1CCC(=O)N/N=C/c1ccc(C)cc1 (stereo unspecified)	.	-6%	.	-1%	2%	.	20%	2%
CCn1c(SC(C)C)nnc1C1CCN(S(=O)(=O)c2ccc(OC)cc2)CC1	-32%[inhibitor]	2%	?	-13%	4%	-1%	-10%	9%
O=C1COC(c2ccccc2)C2CCCCN12 (stereo unspecified)	-14%	8%	-6%	5%	-3%	1%	7%	6%
CC(=O)c1c(C)nn(C(=O)N2CCOCC2)c1C	1%	1%	?	0%	-3%	8%	3%	-14%
O=c1/c(=C/c2ccccn2)sc2n1CN(c1ccccc1)CN=2	.	-4%	-4%	6%	-1%	-4%	-2%	.
COc1ccc(/C=C/C(=O)c2cc3c(cc2N)OCO3)cc1	?	22µM*	1%	-7%	-7%	?	-2%	2%
COc1ccc(OC)c(NC(=O)COC(=O)/C=C/c2c(C)nn(C3CCS(=O)(=O)C3)c2Cl)c1 (stereo unspecified)	.	-6%	?	-21%	?	1%	15%	.
Cc1ccccc1-n1c(=O)cc(NCc2ccc3c(c2)OCO3)[nH]c1=O	-15%	1%	14µM*	3%	-2%	13%	-2%	245%[activator]
COc1ccc2cc3c(N)nn(C(=O)c4ccc(F)cc4)c3nc2c1	.	?	.	3%	9%	.	0%	9%
FC(F)Oc1ccc(/C=N/c2c(-c3ccc(OC(F)F)cc3)nc3n2CCS3)cc1	?	5%	3.5µM*	-10%	-7%	3%	-23%	-3%
O=C(c1cccc([N+](=O)[O-])c1)N1CC2C3C=CC(C3)C2C1 (stereo unspecified)	-38%	6%	?	-1%	-2%	4%	5%	-11%
COc1ccc(NC2=CC(c3cccc(OC)c3)N(c3ccc(OC)cc3)C2=O)cc1 (stereo unspecified)	-14%	?	25µM*	-4%	-5%	7%	4%	0%
Cc1nc2sccc2c(=O)n1-c1cccc(Cl)c1	-5%	1%	10%	4%	-3%	0%	5%	4%
CC(C)Oc1nc(-c2ccccc2O)nc2ccccc12	-7%	4%	11%	-4%	-13%	-1%	3%	2%

Source: PubChem

Not all compounds are listed; rates above refer to the full screens.
